High-throughput results from PubChem BioAssay.
SW480 rerep: inducers of DNA re-replication in SW480 colon cancer cells. SW480 DNA re-replication, Hoechst DNA content imaging, 48 h. hit rate 1.8% among 340,000. Potency, µM (highest dose often 46.1 µM), without a hit: at the top dose re-replication activation, most hits filed as activators; further: % of control where 0% means no effect; nearly all actives have a fitted effect of over 55% in size
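Image-based DNA-content assay: after two days of treatment, nuclei were labelled with the DNA dye Hoechst and imaged, and hits were compounds raising the count of nuclei showing high fluorescence intensity.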
GLP-1R inv ag: acts as inverse agonist at human GLP-1 receptor | P43220 | HEK293 GLP-1R CRE-luciferase, luminescence, 24 h; GLP-1R form is constitutively active | Potency, µM (titrated, usually from 38.3 µM), without a hit: at the top dose activity change, negative = inhibition, hits mostly inhibitors | hit rate 1.6% among 410,000; further: on the % scale 0 is the no-effect control and ±100 the full control effect; nearly all actives have a fitted effect of over 55% in size
Target sequence (P43220 whole entry, looked up): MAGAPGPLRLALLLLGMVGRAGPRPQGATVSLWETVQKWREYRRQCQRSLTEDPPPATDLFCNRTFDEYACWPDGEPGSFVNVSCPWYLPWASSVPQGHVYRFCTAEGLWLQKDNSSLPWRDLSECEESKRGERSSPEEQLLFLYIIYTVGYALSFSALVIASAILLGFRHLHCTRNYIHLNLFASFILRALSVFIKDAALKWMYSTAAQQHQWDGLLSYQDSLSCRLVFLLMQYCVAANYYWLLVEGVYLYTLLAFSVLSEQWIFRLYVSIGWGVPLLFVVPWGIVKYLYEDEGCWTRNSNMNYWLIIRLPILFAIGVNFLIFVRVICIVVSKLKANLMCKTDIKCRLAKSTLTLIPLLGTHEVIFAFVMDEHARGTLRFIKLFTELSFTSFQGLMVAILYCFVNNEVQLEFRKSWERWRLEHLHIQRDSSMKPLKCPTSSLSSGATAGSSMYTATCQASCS
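Readout was luciferase luminescence, measured 12 min after detection reagent at room temperature. Beforehand, GLP-1R reporter HEK293 cells had sat 12 h, then received compounds for 24 hr at 37 deg C.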
GLP1R cytotox: cytotoxicity counter-screen for GLP-1 receptor inverse agonists. Potency, µM (highest dose often 38.3 µM), for the others: at the highest dose activity change, negative = inhibition, usual class: inhibitors. HEK293 cAMP-luciferase reporter cells, luminescence, 24 h. hit rate 0.13% among 410,000;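 further: loss of luciferase light is scored as toxicity; on the % scale 0 is the no-effect control and ±100 the full control effect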
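1536-well qHTS counterscreen of the MLSMR; 200 cells/uL, 12 h pre-incubation, 23 nL cpd, 24 h at 37 deg C 5% CO2, luciferase detection reagent, 12 min RT, luminescence. Inhibition = undesired.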
GLP-1R agonist: agonists of human GLP-1 receptor; P43220; HEK293 GLP-1R CRE-luciferase, luminescence, 4-6 h; cells express a hypersensitive GLP-1R form; Potency, µM (doses to about 45.6 µM), without a hit: at the highest dose activation, most hits filed as activators; hit rate 0.007% among 380,000; further: % of control where 0% means no effect
KB-3-1 tox: kills parental KB-3-1 adenocarcinoma cells. KB-3-1 viability, CellTiter-Glo ATP luminescence, 72 h. Potency, µM (series often up to 46.1 µM), without a hit: at the top dose activity change, negative = cytotoxic, most hits filed as cytotoxic. hit rate 1.4% among 400,000. AID 1347075; further: on the % scale 0 is the no-effect control and ±100 the full control effect; nearly all actives have a fitted effect of over 60% in size
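Cytotoxicity measured as CellTiter-Glo luminescence after 72 h at 37 C. Compound titrations were pinned onto drug-naive KB-3-1 parental adenocarcinoma cells grown in DMEM with 10% FBS, and normalized data fitted to concentration-response curves.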
HT1080 IDH1KD tx: toxicity to HT-1080 IDH1 knockdown cells (counter line); hit rate 2% among 360,000; Potency, µM (titrated, usually from 46.1 µM), for the others: top-dose activity, negative = toxicity, hits mostly cytotoxic; HT-1080 IDH1 knockdown viability, ATP luminescence, 48 h;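 further: 0% = DMSO wells and -100% = cell-free medium wells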
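Luminescent ATP read-out (CellTiter-Glo, 10 min at room temperature) after 48 h compound exposure at 37 °C gave viability of IDH1-knockdown HT-1080 cells. Activity was normalised to DMSO and cell-free wells, then fitted as concentration-response curves.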
KB-V1 cytotox: kills drug-selected multidrug resistant KB-V1 cells; KB-V1 MDR cells viability, CellTiter-Glo, 72 h; Potency, µM (top dose mostly 46.1 µM), inactives show at the highest dose activity change, negative = cytotoxicity, actives largely listed as cytotoxic; hit rate 3.4% among 400,000; further: on the % scale 0 is the no-effect control and ±100 the full control effect; nearly all actives have a fitted effect of over 60% in size
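KB-V1 MDR subline cells in DMEM (phenol-red free, 10% FBS) exposed to compounds in qHTS concentration series for 72 h at 37 degrees C. Viability read by CellTiter-Glo luminescence; concentration-effect curves fitted after normalization and correction.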
TDP-43 yeast inh: inhibitors of TDP-43 toxicity in yeast; TDP-43 expressing yeast growth rescue, BacTiter-Glo, 24 h; Potency, µM (highest dose often 46.1 µM), inactives show top-dose growth rescue (activation), usual class: activators; hit rate 1.8% among 410,000; AID 652104; further: % of control where 0% means no effect; nearly all actives have a fitted effect of over 50% in size
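Yeast cells expressing TDP-43 under galactose induction are exposed to compounds for 24 hr at 30 deg C. BacTiter-Glo luminescence measures growth, so protective compounds score as activators.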
HT1080-NT tox: kills 2HG-producing HT-1080-NT fibrosarcoma cells; AID 686970; HT-1080-NT fibrosarcoma viability, CellTiter-Glo ATP luminescence, 48 h; Potency, µM (titrated, usually from 46.1 µM), for the others: top-dose activity, negative = less viability, actives largely listed as cytotoxic; hit rate 1.6% among 360,000;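 further: NT is the 2HG producing partner of a matched IDH1 knockdown line; 0% = DMSO-treated cells and -100% = media-only wells without cells; nearly all actives have a fitted effect of over 55% in size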
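Fibrosarcoma NT cells, 750 per well in 5% FBS RPMI, were exposed to compound for 48 hours. Viability: CellTiter-Glo luminescence.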
Starred values were filed as active, the others as inactive; ? = inconclusive; . = not tested or not shown; & = joins results of further samples; [ ] = remark or other dose. The call rests on the fitted dose curve; in most records, active means well fitted curve in the direction sought with a large enough effect; inconclusive means small, poorly fitted or top-dose-only effect, or another doubt; inactive means no such curve, though single readings can be large; an effect the other way counts as inactive or inconclusive. Potency means the concentration at half of the fitted maximal effect.

SMILES,SW480 rerep,GLP-1R inv ag,GLP1R cytotox,GLP-1R agonist,KB-3-1 tox,HT1080 IDH1KD tx,KB-V1 cytotox,TDP-43 yeast inh,HT1080-NT tox
Cc1ccc(C2CC(=O)c3cnc(N4CCc5ccccc5C4)nc3C2)cc1 (configuration not stated),5.8%,31.0%[activator],2.9%,-15.8%,-11.0%,-3.0%,23.1µM*,-4.3%,-3.3%
CC(C)(C)NC(=O)Cn1cc(S(=O)(=O)Cc2ccccc2Cl)c2ccccc21,.,-23.4%,-9.7%,.,4.7%,.,2.0%,11.5%,.
Cc1cc2c(cc1C)NC(CC(=O)Nc1cccc(C)c1C)C(=O)N2 (configuration not stated),.,?,-10.7%,.,2.5%,.,-10.3%,2.5%,.
Cn1c(CN2CCCC2)c(C#N)c2ccccc21,-63.2%[inhibitor],-9.1%,-12.7%,1.8%,-0.9%,3.7%,-6.0%,-6.4%,1.3%
CC(Oc1ccc2c3c(c(=O)oc2c1)CCCC3)C(=O)NCCN1CCOCC1 (configuration not stated),-6.2%,20.0%,1.7%,21.1%,2.7%,0.8%,-0.1%,4.4%,0.8%
C#CCOCCOCCOCCNc1nc(N2CCN(C(=O)[C@H](CCC(=O)O)n3cc(C(N)CC(C)C)nn3)CC2)nc(N2CCN(C(=O)[C@H](Cc3ccc(O)cc3)n3cc(C(N)CC(C)C)nn3)CC2)n1 (some centres not stated),0.8%,9.3%,1.0%,-4.8%,4.2%,6.6%,11.5%,-12.2%,6.2%
Cc1ccc(C(=O)O/N=C(\N)c2ccccn2)cc1,-2.1%,2.51µM*,?,-5.7%,-21.2%,?,6.8%,?,14.6µM*
CCCc1nnc(NC(=O)c2nc(S(=O)(=O)Cc3ccc(C)cc3)ncc2Cl)s1,8.2µM*,?,?,-4.6%,?,?,21.0%&7.0%,11.2µM*,-23.5%
Cc1cc(-c2ccc(Cl)cc2)c2cnn(C(C)C)c2n1,-5.2%,?,3.2%,10.6%,?,7.5%,16.7%,?,5.3%
O=C(CCc1ccc(S(=O)(=O)N2CCOCC2)cc1)N/N=C/c1cccc(O)c1,-4.7%,1.2%,-8.8%,7.8%,0.4%,2.2%,-1.5%,-2.5%,3.5%
Cc1ccn2cc(-c3cccc(S(=O)(=O)N4CCCC4)c3)nc2c1,1.4%,16.4%,8.0%,28.5%,-5.4%,-2.8%,?,?,-7.3%
O=C(CN1CCSC1=NCc1ccccc1)c1ccc(Cl)c(Cl)c1,10.9%,?,-2.7%,0.3%,23.7%,-5.3%,?,-6.9%,-8.9%
CCc1ccc(OCC(=O)N(C)C2CCS(=O)(=O)C2)cc1 (configuration not stated),-2.6%,2.5%,-4.9%,1.5%,15.4%,18.4%,-3.8%,-14.8%,7.4%
CC(C)c1ccc(NC(=O)CCc2ccccc2)cc1,?,?,?,-0.3%,?,5.8µM*,7.31µM*,?,?
O=C(CC1C(=O)NCCN1CC1CCCCC1)NCCc1ccc(F)cc1 (configuration not stated),?,?,-1.2%,9.6%,0.8%,-15.9%,-19.5%,-17.9%,-10.1%

New compounds follow:
SMILES,SW480 rerep,GLP-1R inv ag,GLP1R cytotox,GLP-1R agonist,KB-3-1 tox,HT1080 IDH1KD tx,KB-V1 cytotox,TDP-43 yeast inh,HT1080-NT tox
Cc1cc2[nH]c(=O)c(=O)[nH]c2cc1S(=O)(=O)NCC(C)c1ccccc1 (configuration not stated),.,3.2%,-9.2%,-3.9%,-0.7%,0.6%,22.2%,13.5%,2.9%
CCC12C(=Nc3c(Cl)cccc31)C[C@@H]1CCN3C(=O)CCC[C@H]2[C@H]13 (some centres not stated),-47.7%[inhibitor],7.0%,-12.2%,5.6%,0.0%&18.1%,7.0%,9.1%&-19.3%,7.3%,9.6%
CC1CCCCN1S(=O)(=O)c1ccc(C(=O)Nc2sccc2C(N)=O)cc1 (configuration not stated),-0.3%,30.3%[activator],9.1%,-1.8%,-5.3%,-9.7%,5.1%,18.7%,-12.2%
CCCOc1ccccc1C(=O)N(Cc1ccc(C)o1)C1CCS(=O)(=O)C1 (configuration not stated),-4.8%,-21.1%,-38.2%,4.7%,1.3%,-2.9%,5.5%,14.1%,11.2%
COc1cc(OC)cc(C(=O)NNC(=O)C2CSC3(C)CCC(=O)N23)c1 (configuration not stated),-2.5%,?,4.2%,-3.2%,8.3%,16.7%,0.0%,21.2%,10.6%
CCCCn1c(-c2ccncc2)nc2c1c(=O)[nH]c(=O)n2CC(C)C,2.9%,9.2%,4.3%,0.8%,-10.3%,9.0%,-7.3%,-8.2%,6.1%
CCN(CC)c1ccc(C2C(C(N)=O)=C(C)Nc3ncnn32)cc1 (configuration not stated),.,4.1%,-5.4%,4.3%,4.1%,.,?,3.5%,.
CC(=O)[C@@H]1[C@@H](C(=O)c2ccc(C)cc2)[C@]2(C(=O)Nc3ccccc32)[C@H]2C=Cc3cc(F)ccc3N12,?,1.5%,5.1%,-1.5%,?,?,?,-4.1%,?
CCC(C)NC(=O)Cn1c(=O)sc2ccccc21 (configuration not stated),-11.0%,-2.8%,16.8%,8.0%,2.4%,13.3%,9.7%,-12.0%,?
O=C(NCCCNC(=O)c1c(F)cccc1F)c1c(F)cccc1F,-13.9%,14.6%,-3.3%,-2.4%,?,6.8%,3.2%,-9.5%,-10.7%
CC(C)(C)NC(=O)CSc1nc(-c2ccc(F)cc2)cs1,-8.1%,3.2%[0.307 µM],-1.6%[0.307 µM],12.6%,-4.9%,-17.0%,?,0.0%,-7.3%
Cc1cc(S(=O)(=O)N2CCN(c3ccccn3)CC2)ccc1F,5.8%,-21.8%,1.7%,0.0%,-13.1%,2.6%,-13.8%,10.0%,0.4%
CCC(C)C(NC(=O)C(Cc1ccc(O)cc1)NC(=O)OCc1ccccc1)C(=O)OC (configuration not stated),.,13.3%,-1.2%,0.1%,5.1%,1.0%,-13.7%,22.4%,6.3%
N=C1S/C(=C\c2ccccc2F)C(=O)N1c1ccc(F)cc1,-5.8%,13.8%,3.5%,5.3%,-5.4%,2.7%,18.2%,3.2%,2.3%
CC1CCCCC1NC(=O)c1cccc(S(=O)(=O)N2CCN(C)CC2)c1 (configuration not stated),-0.6%,-7.3%,-3.4%,-6.2%,?,2.3%,-4.4%,0.9%,4.0%

The list continues.
SMILES,SW480 rerep,GLP-1R inv ag,GLP1R cytotox,GLP-1R agonist,KB-3-1 tox,HT1080 IDH1KD tx,KB-V1 cytotox,TDP-43 yeast inh,HT1080-NT tox
O=C1CC(c2ccc(F)c(Br)c2)C2=C(CCCC2=O)N1 (configuration not stated),-5.9%,9.2%,8.6%,0.9%,9.1%,4.1%,-0.5%,0.1%,5.0%
C=CCn1cc(/C=N\NC(=O)c2cc3c(ccc4ccccc43)o2)c2ccccc21,5.1%,21.6%,79.6%[activator],-5.3%,-3.9%,-11.8%,-6.5%,-6.2%,-10.3%
COc1ccc(NC(=O)CCOc2ccccc2)c(OC)c1,-4.1%,?,-5.0%,0.0%,-0.2%,0.6%,-3.4%,0.0%,22.0%
O=C(CCCN1C(=O)c2ccccc2C1=O)N1CCC(c2ccccc2)C1 (configuration not stated),-22.2%,-9.1%,1.3%,3.5%,6.8%,0.8%,-7.1%,?,12.9%
Cc1ccc(F)c(S(=O)(=O)NC(=O)C2(C)CCN2C(=O)CCC2CCCC2)c1 (configuration not stated),.,22.7%,-2.0%,-2.7%,0.0%,18.4%,-2.3%,?,?
O=C(CSC1=Nc2ccccc2C2=NC(CC(=O)N3CCN(c4ccccc4)CC3)C(=O)N12)NCC1CCCO1 (configuration not stated),3.5%,4.8%,0.6%,-4.0%,-11.6%,-1.1%,-2.8%,13.3%,-0.2%
CCN(CC)CCNC1=CC(=O)OC12CCCCC2,2.1%,1.2%,16.4%,0.8%,-10.6%,-3.8%,-2.7%,-10.1%,0.9%
CN(C)C(CNC(=O)/C=C/c1cccc(Cl)c1)c1ccccc1 (configuration not stated),-5.6%,-1.4%[0.307 µM],-6.8%[0.307 µM],8.4%,2.7%,-0.5%,?,-22.4%,-25.0%
CCOc1ccc(OCC)c(NC(=O)C2CCN(S(=O)(=O)c3cccnc3)CC2)c1,?,13.7%,0.3%,2.4%,7.9%,-2.8%,?,-12.0%,8.1%
CCOc1ccc(NC(=O)CN(C)C(=O)c2ccncc2)cc1OCC,1.7%,5.2%,-4.4%,-0.6%,-26.4%,6.6%,-0.7%,-17.0%,18.9%
Cc1ccc(Cn2c(C(C)Nc3nc(-c4ccc(Cl)cc4)cs3)nc3cc(C(=O)NCCCO)ccc32)cc1 (configuration not stated),?,-17.4%,-14.0%,-2.6%,?,-12.6%,21.8%,5.5%,-17.8%
CC(=O)N1c2ccc(S(=O)(=O)NCc3ccccc3Cl)cc2CC1C (configuration not stated),-15.7%,12.5%&-3.7%,-4.3%&0.5%,11.8%&4.2%,?,-2.4%,?,?,-0.3%

In a second layout: 4 of the compounds above.
Every second line gives: SW480 rerep	GLP-1R inv ag	GLP1R cytotox	GLP-1R agonist	KB-3-1 tox	HT1080 IDH1KD tx	KB-V1 cytotox	TDP-43 yeast inh	HT1080-NT tox
> O=C1CC(c2ccc(F)c(Br)c2)C2=C(CCCC2=O)N1 (configuration not stated)
→ -5.9%	9.2%	8.6%	0.9%	9.1%	4.1%	-0.5%	0.1%	5.0%
> C=CCn1cc(/C=N\NC(=O)c2cc3c(ccc4ccccc43)o2)c2ccccc21
→ 5.1%	21.6%	79.6%[activator]	-5.3%	-3.9%	-11.8%	-6.5%	-6.2%	-10.3%
> COc1ccc(NC(=O)CCOc2ccccc2)c(OC)c1
→ -4.1%	?	-5.0%	0.0%	-0.2%	0.6%	-3.4%	0.0%	22.0%
> O=C(CCCN1C(=O)c2ccccc2C1=O)N1CCC(c2ccccc2)C1 (configuration not stated)
→ -22.2%	-9.1%	1.3%	3.5%	6.8%	0.8%	-7.1%	?	12.9%
